Source: PubChem (Johns Hopkins Ion Channel Center)
TMEM16A act = TMEM16A chloride channel activators or potentiators, primary screen, cell-based, HTS. HEK293 TMEM16A/YFP-H148Q/I152L, iodide quench fluorescence; hits give low values. B-score at 10 µM. 340,000 compounds, 0.3% hits. AID 623877, 2012;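 active means fluorescence-ratio B-score plate-corrected deviation score at least 3 library SD below zero, with starting fluorescence score within 5 deviations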;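 further: channel opened by trigger with iodide after compound preincubation; score built on the fluorescence ratio of max minus min over baseline; more negative score means more quench and so TMEM16A activation or potentiation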
MrgX1 agonist = agonists of human MrgX1 receptor, primary screen, HEK293 cells, Fluo-4 calcium flux | Mas-related G-protein coupled receptor member X1 (Homo sapiens), Q96LB2 | Fluo-4 calcium fluorescence, agonist mode; hits give high values | B-score at 10 µM | 310,000 compounds, 0.44% hits;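 active means calcium response B-score plate-corrected fluorescence ratio at least 3 library SD, with starting fluorescence B-score inside 5 SD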
Target sequence (Q96LB2 whole entry, looked up): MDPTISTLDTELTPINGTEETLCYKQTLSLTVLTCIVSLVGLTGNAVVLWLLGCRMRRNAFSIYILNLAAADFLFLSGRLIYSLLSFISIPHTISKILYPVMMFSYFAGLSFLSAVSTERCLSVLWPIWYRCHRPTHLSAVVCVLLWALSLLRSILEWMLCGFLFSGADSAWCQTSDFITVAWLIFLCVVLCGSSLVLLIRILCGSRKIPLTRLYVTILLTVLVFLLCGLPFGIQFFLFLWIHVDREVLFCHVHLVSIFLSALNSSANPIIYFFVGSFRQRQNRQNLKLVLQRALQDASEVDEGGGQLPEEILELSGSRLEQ
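Test system: HEK293 cells stably expressing human MrgX1 receptor; amount: 15,000 cells per well; doses: compound delivered in addition one of three; times: overnight plating before 1 h dye loading; detection: Fluo-4 NW calcium-flux fluorescence, kinetic read; read-out basis: B-scored fluorescence response ratio; controls: positive and negative controls per plate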
KCNK3 block = human KCNK3 channel inhibitors, primary screen, CHO cells, FluxOR thallium flux, B-score. Potassium channel subfamily K member 3 (Homo sapiens), O14649. FluxOR fluorescence; hits give low values. B-score at 10 µM. 340,000 compounds, 0.84% hits. AID 602410, 2012;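 active means B-score under library mean minus 4 SD, starting fluorescence ratio at most library mean plus 5 SD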;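 further: more negative B-score means stronger inhibition of thallium flux through KCNK3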
RGS4 block = RGS4 inhibitors, primary screen, cell-based, HEK293 M3R inducible RGS4, calcium flux; B-score at 10 µM; AID 463165, 2010; Regulator of G-protein signaling 4 (Homo sapiens), P49798; 310,000 compounds, 0.45% hits; Fluo-4 calcium flux; hits give high values; triggered by carbachol at its EC20;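 active means B-score, a plate-corrected calcium signal, over three deviations above library mean, with baseline fluorescence within five deviations of library mean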;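 further: RGS4 expression induced by doxycycline in cells with stable M3 receptor; B-score is computed from the integrated fluorescence ratio over baseline after carbachol; higher B-score means a larger calcium signal and so more RGS4 inhibition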
Target sequence (P49798 whole entry, looked up): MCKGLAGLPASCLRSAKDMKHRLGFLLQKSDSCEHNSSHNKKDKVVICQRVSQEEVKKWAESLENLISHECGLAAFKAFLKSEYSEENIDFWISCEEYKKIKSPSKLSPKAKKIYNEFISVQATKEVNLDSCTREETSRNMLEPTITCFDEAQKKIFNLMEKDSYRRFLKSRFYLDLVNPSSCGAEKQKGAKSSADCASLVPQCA
KCNQ1 block = inhibitors of human KCNQ1 channel, primary screen, cell-based, thallium flux, high-throughput; AID 2642, 2010; Potassium voltage-gated channel subfamily KQT member 1 (Homo sapiens), P51787; CHO-K1 KCNQ1, FluxOR thallium flux fluorescence; hits give high values; 310,000 compounds, 1.3% hits; B-score at 10 µM;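 active means compounds whose thallium flux B-score, printed positive for inhibition, exceeds three library SD while starting fluorescence stays within three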;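 further: channel opened by potassium depolarization with thallium stimulus after 20 min compound exposure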
RGS4 act = RGS4 potentiators or activators, primary screen, cell-based, HEK293 M3R inducible RGS4, calcium flux; 310,000 compounds, 0.92% hits; B-score at 10 µM; carbachol calcium flux Fluo4; hits give low values;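 active means B-score of the integrated calcium signal more than 4 SD below the library mean, with starting fluorescence not abnormally high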;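 further: negative B-score means reduced calcium response which marks RGS4 activation or potentiation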
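Assay system: HEK293 FlpIn-TREx cells, stable M3R, doxycycline-inducible RGS4 / Probe or stimulus: carbachol, ECmax concentration / Times: overnight RGS4 induction, 30 min dye load 37 °C, 20 min compound RT / Signal: kinetic calcium fluorescence imaging with Fluo4-AM dye, 2 µM / Measure: Agonist-evoked peak-minus-minimum fluorescence over baseline, integrated ratio, B score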
ANO1 block = TMEM16A chloride channel inhibitors, primary screen, cell-based, HTS; Anoctamin-1 (Mus musculus), Q8BHY3; HEK293 TMEM16A/YFP iodide influx fluorescence, ionomycin; normalized B-score (activity score, 25-100; higher = stronger inhibition) at 10 µM; 310,000 compounds, 1.2% hits;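 active means ratio plate-corrected score three or more library SD toward inhibition, starting fluorescence score within five deviations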;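 further: score derived from kinetic fluorescence span divided by baseline fluorescence per well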
hERG protect = hERG rescue from dofetilide block, primary screen, cell-based, CHO-hERG, FluxOR thallium flux, dofetilide IC70. Voltage-gated inwardly rectifying potassium channel KCNH2 (Homo sapiens), Q12809. dofetilide IC70 present. activation (rescue from dofetilide block), less the hit threshold, % at 10 µM. 310,000 compounds, 0.51% hits;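 active means activation above the mean of controls blocked by dofetilide plus 5 SD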;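 further: thallium influx through hERG after potassium depolarization seen as dye fluorescence rise; in these data hits start at about 4.7%; inactives centre near -7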
KCNQ1 pot = potentiators or activators of KCNQ1 channel, primary screen, cell-based, thallium flux, high-throughput; CHO-K1 KCNQ1, thallium flux FluxOR fluorescence; hits give high values; B-score at 10 µM; 310,000 compounds, 0.35% hits; AID 2648, 2010;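 active means fluorescence ratio B-score, a plate-corrected score, at least three library SD, with initial intensity B-score within 5 SD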
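Assay system: stable KCNQ1 CHO-K1 line; medium: assay buffer, equal DMSO in all wells; timing: 90 min dye loading and 20 min compound exposure, both at room temperature; technique: kinetic FluxOR thallium fluorescence, 10-s 1-Hz baseline, 110-s post-stimulus read; read-out basis: B score of baseline-normalized fluorescence ratio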
KCNK9 block = KCNK9 potassium channel inhibitors, primary screen, HEK293 cells, thallium flux. B-score at 10 µM. AID 488922, 2010. 310,000 compounds, 1.2% hits. FluxOR thallium flux fluorescence; hits give low values. Potassium channel subfamily K member 9 (Homo sapiens), Q9NPC2;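 active means ratio B-score over 3 SD below the library mean, with starting fluorescence within 5 SD of its mean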;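 further: negative B-score means less thallium flux so channel inhibition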
Target sequence (Q9NPC2 whole entry, looked up): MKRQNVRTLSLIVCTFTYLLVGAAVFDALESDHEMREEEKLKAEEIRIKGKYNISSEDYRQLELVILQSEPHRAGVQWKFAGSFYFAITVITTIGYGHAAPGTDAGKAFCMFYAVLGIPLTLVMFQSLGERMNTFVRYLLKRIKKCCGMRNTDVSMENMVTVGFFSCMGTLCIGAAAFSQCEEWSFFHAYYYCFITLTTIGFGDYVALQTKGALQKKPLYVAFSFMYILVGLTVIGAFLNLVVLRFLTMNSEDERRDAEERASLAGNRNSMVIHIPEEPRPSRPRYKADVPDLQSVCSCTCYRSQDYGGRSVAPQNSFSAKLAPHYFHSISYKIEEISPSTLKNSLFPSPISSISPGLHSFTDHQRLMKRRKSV
MrgX1 PAM = positive allosteric modulators of MrgX1, primary screen, HEK293 cells, Fluo-4 calcium flux. Mas-related G-protein coupled receptor member X1 (Homo sapiens), Q96LB2. B-score at 10 µM. 310,000 compounds, 0.63% hits. FDSS; hits give high values;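 active means plate-corrected calcium response at least 3 library SD above typical, normal starting fluorescence, not activating the receptor alone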;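 further: compound read alongside a low EC10 to EC30 dose of BAM8-22 agonist; peak minus trough fluorescence over baseline measured at the second addition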
* hit, by the source's call; i = inactive; . = no result given. Rows were taken by chance (roughly 6.3% active in at least one column).

SMILES	TMEM16A act	MrgX1 agonist	KCNK3 block	RGS4 block	KCNQ1 block	RGS4 act	ANO1 block	hERG protect	KCNQ1 pot	KCNK9 block	MrgX1 PAM
COc1ccc(CNS(=O)(=O)c2cc3c4c(c2)C(C)C(=O)N4CCC3)cc1 (stereo not drawn)	i	i	i	i	i	i	i	-3	i	i	i
CCOC(=O)c1cnc2c(c(C)nn2C)c1Oc1ccc(OC)cc1	i	i	i	i	i	i	i	0	i	i	i
CN(C)S(=O)(=O)c1ccc(NCC2COc3ccccc3O2)c([N+](=O)[O-])c1 (stereo not drawn)	i	i	i	i	i	i	i	-6	i	i	i
NC(=O)c1ccc(Nc2nnc(-c3ccc(O)cc3)c3ccccc23)cc1	i	i	i	i	i	i	i	-11	i	i	i
CCS(=O)(=O)n1nc(NCc2cccc(OC)c2)nc1NCc1cccc(OC)c1	i	i	i	i	i	i	i	-12	i	i	i
COc1ccc(OCC(=O)Nc2cc(NC(=O)c3ccco3)ccc2OC)cc1	i	i	i	i	i	i	i	-5	i	i	i
C/C(CC(=O)NCc1ccccc1)=N\NC(=O)c1cnccn1	i	i	i	i	i	i	i	-3	i	i	i
Cc1c(C(=O)C(=O)N2CCN(Cc3ccc4c(c3)OCO4)CC2)c2ccccc2n1C	i	i	i	i	i	i	i	-7	i	i	i
O=C(CSc1nc2ccccc2o1)N/N=C/c1ccccc1	i	i	i	i	i	i	i	-7	i	i	i
O=C(CC(Nc1ccc(F)cc1)C(=O)O)c1ccccc1 (stereo not drawn)	i	i	i	i	i	i	i	-13	i	i	i
O=C1C2C(c3ccccc3)CC=CC2[C@H](c2ccc3ccccc3c2)N1Cc1ccccc1 (stereo partly drawn)	i	i	i	i	i	i	i	-8	i	i	i
Cc1cccc([C@@H]2[C@@H]3C(=O)N(Cc4ccccc4)C(=O)[C@@H]3[C@]3(Cc4ccc(Cl)cc4)C(=O)N(c4ccccc4)C(=O)N23)c1	i	i	i	i	i	i	i	-4	i	i	i
CC(O)CNCc1ccccc1C(F)(F)F (stereo not drawn)	i	i	i	i	i	i	i	-8	i	i	i
CCOC(=O)N1CCN(c2cc(NCCO)c([N+](=O)[O-])c3nonc23)CC1	i	i	i	i	i	i	i	-2	i	i	i
Cc1nc2ccc(Br)cn2c1C(=O)N/N=C\c1ccc(C(C)C)cc1	i	i	i	i	i	i	i	-6	i	i	i
COC(=O)C1=C(C)N=C2SCCC(=O)N2C1c1ccc(OC(=O)c2ccco2)cc1 (stereo not drawn)	i	.	i	i	i	i	.	-5	i	i	.
COc1ccc(-c2ccccc2)cc1NCc1ccc(OC)c(OC)c1	i	i	i	i	i	i	i	-8	i	i	i
CCCc1nnc(NC(=O)CN2C(=O)c3ccccc3S2(=O)=O)s1	i	i	i	i	i	i	i	-3	i	i	i
CC1CCN(Cc2c(C(=O)N/N=C/c3ccc(C(C)C)cc3)nnn2-c2nonc2N)CC1	i	i	i	i	i	i	i	-13	i	i	i
COC(=O)c1ccccc1C(=O)N1CCCC(CNC(=O)c2ccc(F)cc2)C1 (stereo not drawn)	i	i	i	i	i	i	i	-4	i	i	i
CC(C)(C)c1nnc2sc(SCC(=O)c3ccc4c(c3)OCCO4)nn2c1=O	i	i	i	i	i	i	i	-1	i	i	i
Cc1ccc(S(=O)(=O)Oc2ccc(/C=C(/NC(=O)c3ccccc3)C(=O)NC(C)C(=O)O)cc2)cc1 (stereo not drawn)	i	i	i	i	i	i	i	0	i	i	i
O=C(Cn1c(C(F)(F)F)nc2ccccc21)N=Nc1c(O)[nH]c2ccc(Br)cc12	i	i	i	i	i	i	i	-10	i	i	i
Cc1nc(NC(=O)CSc2nnnn2Cc2ccccc2)sc1C	i	i	i	i	i	i	i	5.0*	i	i	i
CC1=CC2=NC(=O)CC(C)(C(=O)N(CC(=O)NC(C)(C)C)C3CCCC3)N2C=C1 (stereo not drawn)	i	i	i	i	i	i	i	-7	i	i	i
CC(=O)c1c(C)[nH]c(C(=O)CSc2nnc(-c3ccc(Cl)cc3)n2CC2CCCO2)c1C (stereo not drawn)	i	i	i	i	i	i	i	-11	i	i	i
CCC(C)n1c(SCC(=O)Nc2ccc3[nH]c(=O)[nH]c3c2)nc2ccccc2c1=O (stereo not drawn)	i	i	i	i	i	i	i	-19	i	i	i
C=CCNC(=S)Nc1cc(Cl)ccc1OC	i	i	i	i	i	i	i	-12	i	i	i
Cn1nnc2sc3c(c2c1=O)CCCC3	i	i	i	i	i	i	i	-11	i	i	i
O=P(c1ccccc1)(c1ccccc1)c1cc(S(=O)(=O)O)ccc1O	i	i	i	i	i	i	i	-3	i	i	i
Nc1nonc1C(=O)NCCNC(=O)c1ccc(Cl)cc1	i	i	i	i	i	i	i	-3	i	i	i
CCOCCCNC(=O)C(NC(=O)c1ccc2c(c1)OCO2)c1ccccc1 (stereo not drawn)	i	i	i	i	i	i	i	-11	i	i	i
COCCNC(=O)c1cc(OC)c(OC)cc1[N+](=O)[O-]	i	i	i	i	i	i	i	-5	i	i	i
COc1ccc(OC)c(S(=O)(=O)CC(=O)c2cc3ccc(OC)cc3oc2=O)c1	i	i	i	i	i	i	i	-9	i	i	i
CCc1nc(SCC(=O)NCc2ccc(F)cc2)c2c(=O)n(C)c(=O)n(C)c2n1	i	i	i	i	i	i	i	-8	i	i	i
CCOc1ccc(NC(=O)CCSc2nnc(C)s2)cc1	i	i	i	i	i	i	i	-3	i	i	i
O=C(CN1CCOCC1)N(c1ccccc1)c1ccc2ccccc2c1	i	i	i	i	i	i	i	-11	i	i	i
Cc1cc(/C=N/n2cnnc2)c(C)n1-c1ccc(C(=O)O)cc1	i	i	i	i	i	i	i	-2	i	i	i
O=c1[nH]nc(Cc2ncc(C(F)(F)F)cc2Cl)c2ccccc12	i	i	i	i	i	i	i	-5	i	i	i
COc1ccc(OC)c(N(CC(=O)NC2CCCC2)S(=O)(=O)c2ccc(OC)c(OC)c2)c1	i	i	i	i	i	i	i	-6	i	i	i
COc1ccc(C(=O)NC(=S)N(Cc2ccccc2)Cc2ccccc2)cc1	i	i	i	i	i	i	i	33*	85*	i	i
O=C(Cc1ccc(-n2cnnn2)cc1)NC12CC3CC(CC(C3)C1)C2	i	i	i	i	i	i	i	-3	i	i	i
Cc1ccccc1C(=O)Nn1c(C)ccc1C	.	i	.	i	i	i	i	-12	i	i	i
Cc1ccc(C(=O)NCC(=O)OCc2nnc(-c3ccccc3)o2)cc1	i	i	i	i	i	i	i	-14	i	i	i
O=C(CNC(=O)c1ccc(Br)o1)Nc1cccc(-c2cnc3ccccc3n2)c1	i	i	i	i	i	i	i	-4	i	i	i
Cc1ccc(C(C)C)c(OCC(=O)NNC(=O)C(C(C)C)N2C(=O)c3ccccc3C2=O)c1 (stereo not drawn)	i	i	i	i	i	i	i	0	i	i	i
CCCNCc1cc(OC)c(OCC(=O)NCCc2ccccc2)cc1Br	i	i	i	i	i	i	i	-3	i	i	i
Cc1cc(C)n(CCCNC(=O)c2ccc(S(=O)(=O)NCc3ccco3)cc2)n1	i	i	i	i	i	i	i	-15	i	i	i
O=C(N/N=C/c1cn(-c2ccccc2)nc1-c1cc2ccccc2o1)c1cccnc1	i	i	i	i	6*	i	i	-13	i	i	i
O=C(Nc1sc2c(c1CN1CCOCC1)CCC2)c1ccc(F)cc1	i	i	i	i	i	i	i	-8	i	i	i
C=CCN1C(=O)c2ccc(C(=O)NCC(c3ccccc3)N(C)C)cc2C1=O (stereo not drawn)	i	i	i	i	i	i	i	-7	i	i	i
CC1=NNC(=O)C1CC(=O)N/N=C/c1sccc1C (stereo not drawn)	i	i	i	i	i	i	i	2	i	i	i
CSCCC(NC(=O)COc1ccccc1)C(=O)NC1CCC(C)CC1 (stereo not drawn)	i	i	i	i	i	i	i	-12	i	i	i
O=C(Nc1nc2ccccc2[nH]1)c1ccc(Cl)c(S(=O)(=O)N2CCCC2)c1	i	i	i	i	11*	i	i	-9	i	i	i
O=C(CN1C(=O)/C(=C\c2ccccc2Br)Oc2ccccc21)NCCCN1CCOCC1	i	i	i	i	i	i	i	-14	i	i	i
Cc1ccc(Cn2c(C(C)Nc3nc(C)cs3)nc3cc(Cl)c(Cl)cc32)cc1 (stereo not drawn)	.	i	.	i	i	i	i	-7	i	i	i
Cc1ccc2cccc(SCC(=O)NCc3ccco3)c2n1	i	i	i	i	i	i	i	-12	i	i	i
CCOC(=O)c1cnc(SC2CC(=O)N(c3ccc(OC)c(OC)c3)C2=O)nc1N (stereo not drawn)	i	i	i	i	i	i	i	-12	i	i	i
CC(C)(C)c1ccc(OCC(=O)NNC(=O)C2CCCO2)cc1 (stereo not drawn)	i	i	i	i	i	i	i	0	i	i	i
CCOC(=O)Cc1cc(-c2ccc(O)cc2)nc2ccc3ccccc3c12	i	i	i	i	i	i	i	0	i	i	i
COc1ccc(/C=C/C(=O)NCCCc2ccccc2)cc1	i	i	i	i	i	i	i	-7	i	i	i
